# Screens deposited in PubChem BioAssay by The Scripps Research Institute Molecular Screening Center.
# MITF inh: blocks human microphthalmia-associated transcription factor | AID 1259374 | AlphaScreen MITF homodimerization, bead proximity signal | inhibition, % at 2.6 µM | 650,000 compounds, 0.91% hits | O75030; in the data active = inhibition above about 50%;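 note: 0% = vehicle wells with protein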
# GPR151 activ: human GPR151 activation. activation, % at 11.2 µM. PathHunter beta-arrestin GPR151 cells, luminescence. 650,000 compounds, 1% hits; in the data active = activation above about 4.9%;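 note: 0% = median of compound wells and 100% = cells with positive control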
# Target sequence (Q8TDV0 whole entry, looked up): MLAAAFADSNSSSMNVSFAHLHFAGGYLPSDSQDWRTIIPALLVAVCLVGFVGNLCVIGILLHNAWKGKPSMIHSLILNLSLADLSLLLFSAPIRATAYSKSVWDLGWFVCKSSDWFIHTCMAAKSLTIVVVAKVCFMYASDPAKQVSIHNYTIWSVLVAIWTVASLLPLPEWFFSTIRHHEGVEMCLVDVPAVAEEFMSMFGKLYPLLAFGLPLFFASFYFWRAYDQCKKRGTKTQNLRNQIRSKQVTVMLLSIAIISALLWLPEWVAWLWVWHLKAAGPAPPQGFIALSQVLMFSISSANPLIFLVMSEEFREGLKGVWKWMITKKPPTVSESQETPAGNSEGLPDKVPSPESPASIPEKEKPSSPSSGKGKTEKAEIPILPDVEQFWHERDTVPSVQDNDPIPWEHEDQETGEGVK
# FBW7 act: human FBW7 E3 ligase activation, primary screen. 650,000 compounds, 0.13% hits. AlphaScreen FBW7–phospho-cyclin E peptide binding, activator screen. normalized activity (activation), % at 26.1 µM. Q969H0; in the data active = normalized activity above about 1.9%;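 note: purified mutant Fbw7 with reduced substrate affinity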
# Target sequence (Q969H0 whole entry, looked up): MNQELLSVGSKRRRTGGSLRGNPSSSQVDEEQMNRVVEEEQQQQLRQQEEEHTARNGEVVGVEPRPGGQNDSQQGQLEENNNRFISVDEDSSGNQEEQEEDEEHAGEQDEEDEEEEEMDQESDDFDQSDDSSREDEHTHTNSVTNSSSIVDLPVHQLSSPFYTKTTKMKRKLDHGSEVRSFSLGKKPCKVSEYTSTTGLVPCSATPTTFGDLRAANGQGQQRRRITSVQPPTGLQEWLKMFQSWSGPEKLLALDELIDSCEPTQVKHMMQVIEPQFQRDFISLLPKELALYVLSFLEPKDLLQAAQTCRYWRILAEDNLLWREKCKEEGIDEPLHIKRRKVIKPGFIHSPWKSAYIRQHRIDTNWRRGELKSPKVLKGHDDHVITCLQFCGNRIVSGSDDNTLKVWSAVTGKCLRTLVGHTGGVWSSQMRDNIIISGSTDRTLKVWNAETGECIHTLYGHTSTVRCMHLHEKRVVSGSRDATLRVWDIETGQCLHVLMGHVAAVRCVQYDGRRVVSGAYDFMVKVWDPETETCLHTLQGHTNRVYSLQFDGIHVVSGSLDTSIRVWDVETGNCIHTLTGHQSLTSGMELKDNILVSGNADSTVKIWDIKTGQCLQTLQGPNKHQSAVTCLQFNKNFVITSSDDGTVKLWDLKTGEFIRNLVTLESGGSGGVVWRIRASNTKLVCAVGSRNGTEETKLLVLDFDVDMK
# TEAD-YAP block: TEAD-YAP interaction inhibition; HEK-TIYL cells, TEAD-Gal4/YAP UAS-luciferase luminescence; AID 1259422; inhibition, % at 9.12 µM; 640,000 compounds, 1.4% hits; in the data active = inhibition above about 32%;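 note: 0% = median of test compound wells and 100% = reference inhibitor wells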
# * marks the source's active call; other numbers are inactive results. The order is random; about 3.4% have a hit in one of these screens.
# Under each structure: MITF inh, GPR151 activ, FBW7 act, TEAD-YAP block
COc1cc(OC)c(C2SC(NC(C)=O)=NN2C(C)=O)cc1Br (stereo not drawn)
 : 12, -0.3, 0.1, -1
CCOc1ccc2c(c1)c(=O)c(C(=O)c1ccc(F)cc1)cn2CC(=O)Nc1ccccc1
 : 5, -0.7, 0.0, 1
CC(C)NC(=O)Cn1nc2c3ccccc3nc(C(C)(C)C)n2c1=O
 : -9, -0.2, 0.0, 4
N#CC(=C1N=c2ccccc2=N1)c1c(O)n(Cc2c(Cl)cccc2Cl)c2ccccc12
 : -10, 2.7, -0.1, -2
Cc1ccc(C(=O)NC(Nc2ccccc2C)C(=O)c2ccccc2)cc1 (stereo not drawn)
 : 5, -0.1, -0.1, -11
CC(=O)N1CCC(N2Cc3cc(C)ccc3OC(c3ccsc3)C2)CC1 (stereo not drawn)
 : 17, 0.0, -0.1, 1
CC1CCc2c(sc(NC(=O)c3ccccc3F)c2C(=O)N2CCOCC2)C1 (stereo not drawn)
 : 6, -0.4, 0.0, -2
Fc1ccccc1Cc1nnc2n1N=C(c1ccccc1)CS2
 : -8, -0.1, 0.0, -4
COc1ccccc1CNC(=O)COc1ccc(Cl)cc1Br
 : 12, 0.1, 0.1, -9
Cc1nc(N2CCN(C)CC2)c2c(C)c(C(=O)Nc3ccccc3Cl)sc2n1
 : 4, -0.8, 0.1, -25
O=C(Cn1c(=O)oc2cc(Cl)ccc21)N(CCc1ccccc1)Cc1ccccc1
 : 1, -0.8, 0.1, 9
N#Cc1cccc(NC(=O)C2=NNC(=O)CC2)c1
 : -6, -0.7, 0.0, 13
CCCCOCC(O)CN1CCN(c2ccccc2)CC1 (stereo not drawn)
 : 38, 0.7, 0.1, -2
c1cncc(-c2n[nH]c(C3CCCNC3)n2)c1 (stereo not drawn)
 : 12, -0.2, 0.1, 4
CN(C)CCNC(=O)C(=O)Nc1cccc(F)c1
 : 13, 1.9, 0.1, -28
Nc1nonc1C(=O)N/N=C/c1ccccc1OC(=O)c1ccccc1
 : 2, 1.1, -0.1, 2
O=S1(=O)N=C(Oc2ccc(Cl)cc2)c2ccccc21
 : 13, 0.4, 0.0, -3
O=C1CC(c2ccccc2)CC2=C1C(c1ccc(-c3ccccc3)cc1)Nc1ccccc1N2 (stereo not drawn)
 : 11, -0.4, -0.3, 2
CS(=O)(=O)N(CC(=O)Nc1ccc(F)cc1)c1cc(C(F)(F)F)ccc1Cl
 : 4, -0.7, 0.0, -6
COc1ccccc1OCCC(=O)OCc1csc(-c2ccccc2)n1
 : 6, -1.9, 0.7, -3

# Laid out differently: results already given.
SMILES,MITF inh,GPR151 activ,FBW7 act,TEAD-YAP block
O=S1(=O)N=C(Oc2ccc(Cl)cc2)c2ccccc21,13,0.4,0.0,-3
O=C1CC(c2ccccc2)CC2=C1C(c1ccc(-c3ccccc3)cc1)Nc1ccccc1N2 (stereo not drawn),11,-0.4,-0.3,2
CS(=O)(=O)N(CC(=O)Nc1ccc(F)cc1)c1cc(C(F)(F)F)ccc1Cl,4,-0.7,0.0,-6
COc1ccccc1OCCC(=O)OCc1csc(-c2ccccc2)n1,6,-1.9,0.7,-3

# (list continues)
# Under each structure: MITF inh, GPR151 activ, FBW7 act, TEAD-YAP block
Cc1ccc(NC(=O)/C(=C/c2ccc3c(c2)OCO3)NC(=O)c2ccc(C)c(C)c2)cc1
 : -12, -0.3, 0.0, -1
O=C(c1ccc(Oc2ccc([N+](=O)[O-])cc2Cl)cc1)N1CCOCC1
 : -2, 0.8, 0.0, 8
CC(NC(=O)c1nc2ccccc2[nH]1)c1ccccc1 (stereo not drawn)
 : -2, -1.0, -0.2, 4
CC(C)(CO)NC(=O)COc1ccc(Cl)cc1Cl
 : 5, 2.3, 0.1, -2
CCSCCOC(=O)C1=C(C)NC2=C(C(=O)CC(c3cccs3)C2)C1c1coc2ccc(C)cc2c1=O (stereo not drawn)
 : -5, -0.5, -0.1, 6
COC(=O)/C(C#N)=C/c1c[nH]c2ccccc12
 : 6, -0.6, 0.8, -25
CC(C)C[C@H](O)C(=O)N[C@H]1CC[C@H](C(=O)Nc2ccc3[nH]ncc3c2)C1
 : -5, 3.0, 0.5, -5
O=C(Cc1ccccc1)Nc1cc(N2C(=O)C3CC=CCC3C2=O)ccc1Cl (stereo not drawn)
 : 19, -1.8, 0.7, -6
Nc1ccc(C(=O)c2ccccc2C(=O)O)cc1Cl
 : 14, -0.4, 0.1, -1
COC(=O)c1ccc(/C=C2\N=C(c3ccccc3Cl)OC2=O)cc1
 : 10, -0.1, 0.0, 1
COc1cc(C=Nc2ccc(Br)cc2)ccc1OC(C)=O
 : 1, 0.5, -0.1, 5
CCN(CC)c1ccc(C(=O)NNS(=O)(=O)c2ccc(Cl)s2)cc1
 : 12, -0.6, -0.1, 10
COc1ccccc1/C=c1\sc2nc3cc(C)c(C)cc3n2c1=O
 : -8, 0.9, 0.0, 14
CCOC(=O)c1ccc(CN(Cc2ccc(F)cc2)S(=O)(=O)c2ccc(C)cc2)cc1
 : 16, 3.1, 0.1, 5
Cc1nn(Cc2ccc(C(=O)NNC(=O)/C=C/c3ccc([N+](=O)[O-])o3)cc2)c(C)c1Br
 : -8, -1.0, -0.1, 9
Cc1ccccc1NC(=O)CSc1nnc(C)c(=O)n1N
 : -1, 3.0, -0.4, 11
O=C(O)C1CCN(c2ncnc3sc4c(c23)CCC4)CC1
 : 7, -0.1, -0.1, -14
COc1ccc(CC(=O)Nc2ncc(Cc3cccc4ccccc34)s2)cc1
 : -2, 0.9, 0.1, 7
O=C(NNC(=O)C1CC1(c1ccccc1)c1ccccc1)C1CC12CCC2 (stereo not drawn)
 : -2, 0.6, 0.0, 8
COc1ccc(OC)c(C2N=C(c3ccc(C)cc3)CC(c3ccccc3O)N2)c1 (stereo not drawn)
 : 3, 1.1, 0.1, -62
CCOC(=O)/C=C1\NC(C)(C)Cc2cc(OC)c(O)cc21
 : 13, 0.3, 0.5, -3
COc1cc(/C=C/C(=O)OCC(=O)N2c3ccccc3CC2C)ccc1O (stereo not drawn)
 : 8, 1.1, 0.0, 0
CCOC(=O)C1CCCN(c2c(NCc3cccs3)c(=O)c2=O)C1 (stereo not drawn)
 : 6, 1.8, 0.1, 8
O=C(CN1C(=O)C2CC=C(Cl)CC2C1=O)N1CCOCC1 (stereo not drawn)
 : -3, -0.7, 0.0, 3
CC(C)C(=O)N1CCN(c2ccc([N+](=O)[O-])c(NCc3ccco3)c2)CC1
 : 4, 0.3, -0.2, -4
Cc1ccc(-c2csc(=Nc3cccc(C(F)(F)F)c3)n2CCCO)cc1C
 : 26, 0.9, 0.0, 12
COc1ccc(NC(=O)CN2C(=O)NC(CC(C)C)C2=O)cc1OC (stereo not drawn)
 : 6, 1.6, 0.1, 1
O=S(=O)(N/N=C/c1ccccc1Br)c1ccc(Cl)cc1
 : 17, 0.9, 0.1, 2
CCC(=O)Nc1ccc(Cl)c(NC(=O)c2ccc(Br)o2)c1
 : 6, 2.4, -0.1, 6
CCCn1ncc([C@@H]2C[C@H]3CN(Cc4cccc(OC)c4)C(=O)[C@]34CCCN24)c1C
 : 10, 1.5, 0.5, 2
COC(=O)Nc1nnc(CC2CCCC2)s1
 : 17, -0.8, 0.6, 2
COc1cccc(C(=O)NC2CCNCC2)c1
 : 6, -1.3, 0.0, -10
Cc1ccc(S(=O)(=O)N2CCN(c3ccc([N+](=O)[O-])cc3F)CC2)cc1
 : 13, 0.4, 0.0, 19
COC(=O)c1ccc(COc2ccc(C)c(C)c2)o1
 : 23, -7.5, 0.3, -52
Cc1nc(NCCN(C)C)cc(-c2ccccc2F)n1
 : -4, 0.0, -0.1, 1
CC(C)(C)c1nc(SCC(=O)N2CCOCC2)c2ccccc2n1
 : 4, -0.2, 0.0, 7
O=C(CSc1ncccn1)N1CCCC(CNC(=O)C2(c3ccc(Cl)cc3)CC2)C1 (stereo not drawn)
 : -1, 1.9, 0.1, 3
CC(C)CCCC(C)C1CCC2C3CC=C4CC(SC(=O)C(C)Oc5ccccc5)CCC4(C)C3CCC12C (stereo not drawn)
 : 18, -0.4, 0.0, 4
CC(=O)Nc1cccc(NC(=O)c2cc3ccccc3oc2=O)c1
 : -9, -1.9, 0.0, 46*
CN1CCN(C(=O)c2ccc3c(=O)n(Cc4ccc5c(c4)OCO5)c(=S)[nH]c3c2)CC1
 : -2, 0.8, -0.1, -2
Cc1ccccc1OCc1nc(-c2ccc(NC(=O)c3cccs3)cc2)no1
 : 3, 0.1, 0.1, -56
CCOC(=O)c1ccc(NC(=O)CSc2nnc(NC(=O)N(CC)CC)s2)cc1
 : 1, -1.7, 0.1, -5
COc1ccc(Br)cc1/C=N/n1c(C)nc2ccccc2c1=O
 : 3, 0.9, 0.1, 1
C=CCNC(=O)C(=O)Nc1ccc(OC)cc1
 : 16, -1.2, 0.1, -31
O=C(Nc1cccc(Cl)c1)c1nn2c(c1Br)NC(c1cccs1)CC2C(F)(F)F (stereo not drawn)
 : 7, -0.8, -0.1, -11
CC(=O)c1c(Nc2ccc(I)cc2)oc(C)cc1=O
 : 2, -0.2, -0.1, -6
COc1nc(NCCc2ccc(O)cc2)nc(-c2ccc(N3CCOCC3)nc2)n1
 : 12, -2.6, 0.1, -21
COc1ccccc1OCC(=O)N1CCCC1
 : -6, -0.2, -0.1, -2
O=S(=O)(Nc1ccccn1)c1ccc(Cl)cc1
 : 16, -2.0, 0.1, -15
Nc1c2c(nn1-c1ccc(F)cc1)CSC2
 : -2, 1.2, 0.0, -3
COc1cc(NCc2cccc(OC(C)C)c2)ncn1
 : -7, 0.0, -0.2, 22
CC(C)C[C@@H]1NC(=O)[C@@H]2C[C@H](NC(=O)c3ccc(F)c(C(F)(F)F)c3)CN2C1=O
 : 20, -1.2, 0.6, 14
CCCN(CCC)Cc1c(C(=O)N/N=C/c2ccc(O)cc2O)nnn1-c1nonc1N
 : 36, 0.3, -0.3, 71*
NC1=NC(=O)/C(=C\c2ccc(-c3cccc(C(=O)O)c3)o2)S1
 : 58*, -0.7, 1.0, 44*
COc1ccc(C(=O)NNC(=O)c2ccc(Cl)c(Cl)c2)cc1OC
 : -5, 0.0, 0.0, 3
O=C(O)C1CCCN(S(=O)(=O)c2ccccc2[N+](=O)[O-])C1 (stereo not drawn)
 : 5, 1.3, 0.3, 8
O=C(CSc1cccc[n+]1[O-])Nc1ccccc1Sc1ccccc1
 : -12, 2.2, -0.1, -12
O=C(Nc1nc(C(=O)N2CCn3c2nc2ccccc23)co1)c1ccccc1
 : 3, -1.8, 0.5, 3
Cc1ccc(NC(=S)NC(=O)c2cncc(Br)c2)cc1
 : 3, 0.7, 0.1, -11
O=C(Nc1nnc(C2CC2)s1)c1ccc2c(c1)S(=O)(=O)c1ccccc1C2=O
 : 10, 1.0, 0.0, -2

# The list goes on.
# Under each structure: MITF inh, GPR151 activ, FBW7 act, TEAD-YAP block
Cc1ccc(N=C2SC(CC(=O)Nc3ccc(C(=O)O)cc3)C(=O)N2C)cc1 (stereo not drawn)
 : -2, -1.0, 0.0, 9
CCc1ccc(N(CC(=O)NCCSCc2ccc(Cl)cc2)S(C)(=O)=O)cc1
 : 2, 0.2, -0.2, 6
COCC1=C(C(=O)OC(C)OC(=O)OC(C)C)N2C(=O)[C@@H](NC(=O)/C(=N\OC)c3csc(N)n3)[C@H]2SC1 (stereo partly drawn)
 : 9, -0.5, -0.1, -3
COc1ccc(/C=C/C(=O)OCC(=O)/C(C#N)=C(\C)N)cc1S(=O)(=O)N1CCOCC1
 : 25, -1.7, -0.2, -6
COc1ccc(CC(=O)N/N=C(\C)CC(=O)Nc2ccc(N(C)C)cc2)cc1OC
 : -6, -1.0, -0.5, -17
Cc1ccc(C)c(S(=O)(=O)N/N=C/c2ccc(C#N)cc2)c1
 : -3, -0.8, 0.0, 6
COc1ccc(-c2nc3cc(NC(=O)c4cc5ccccc5o4)ccc3o2)cc1
 : -5, 0.1, 0.1, -5
COc1cc(NC(=O)C2C3C=CC(C3)C2C(=O)O)c(OC)cc1Cl (stereo not drawn)
 : 10, -0.2, -0.1, 3
O=S(=O)(NCCc1csc2nc(-c3ccccc3)nn12)c1cccs1
 : 15, 0.4, -0.2, 0
Nc1cc(C2=C3C=C(Br)N=C3C(=O)NCC2)c(O)[nH]1
 : 6, 0.6, -0.2, -6
CCN1Cc2cccc(C(=O)Nc3ccc(F)cc3)c2C1=O
 : 1, 2.9, 0.3, 21
COc1cccc2cc(-c3nnc(SCC(=O)Nc4ccccc4)n3C)oc12
 : 4, -0.5, -0.2, 9
Cn1c(=O)c2c(nc(CN3CCOCC3)n2CC(=O)C(C)(C)C)n(C)c1=O
 : -5, -0.5, -0.2, 0
O=[N+]([O-])c1nn(Cc2ccccc2Cl)cc1Br
 : 5, 0.1, -0.3, 8
CCOC(=O)CNC(=O)c1c(-c2ccccc2)noc1C
 : -2, 0.1, -0.3, -3
CCCNC(=O)Nc1ccc(C(=O)O)cc1
 : -2, -0.7, -0.1, 4
Cc1ccc(S(=O)(=O)N2CC=C(C(=O)NC3CCCC3)CC2)cc1
 : -4, -0.4, 0.3, 4
O=C1Nc2cc(Cl)ccc2Oc2cc([N+](=O)[O-])cc(Oc3ccc(Cl)cc3)c21
 : 17, 1.1, -0.1, -6
CCC(C)NC(=O)CCCCCn1c(=S)[nH]c2ccccc2c1=O (stereo not drawn)
 : 3, -0.7, 0.2, -15
Cc1oc(-c2ccc3c(c2)OCCO3)cc1C(=O)NC(CCC(=O)O)C(=O)O (stereo not drawn)
 : 10, -0.1, 0.4, 0
COc1cc(NC(=O)CCS(=O)(=O)c2ccccc2)cc(OC)c1
 : 16, -1.9, 0.0, -7
CCCCN(C)C(=O)C1CCN(Cc2ccccn2)CC1
 : 29, 0.6, -0.2, -1
